# MsrA inh: inhibitors of bovine MsrA; purified bovine MsrA, absorbance read-out; inhibition, % at 15.5 µM; 360,000 compounds, 0.75% hits; AID 651718; in the data active = inhibition above about 4.5%;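 note: 0% = vehicle wells with enzyme and 100% = reference inhibitor wells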
# CSN inh: CSN deneddylation inhibition | Purified CSN, SCF-Nedd8-OG deneddylation, fluorescence polarization | inhibition, % at 12.5 µM | 360,000 compounds, 0.38% hits | AID 651999;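 active = pattern-corrected inhibition above about 35%, with an unprinted fluorescence ratio check between 0.5 and 1.5, limit read from the data, passing the limit was not always enough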;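 note: 0% = enzyme with substrate and 100% = substrate without enzyme; some results filed as inactive read as strong as hits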
# Target sequence (Q92905 whole entry, looked up, one chain of several): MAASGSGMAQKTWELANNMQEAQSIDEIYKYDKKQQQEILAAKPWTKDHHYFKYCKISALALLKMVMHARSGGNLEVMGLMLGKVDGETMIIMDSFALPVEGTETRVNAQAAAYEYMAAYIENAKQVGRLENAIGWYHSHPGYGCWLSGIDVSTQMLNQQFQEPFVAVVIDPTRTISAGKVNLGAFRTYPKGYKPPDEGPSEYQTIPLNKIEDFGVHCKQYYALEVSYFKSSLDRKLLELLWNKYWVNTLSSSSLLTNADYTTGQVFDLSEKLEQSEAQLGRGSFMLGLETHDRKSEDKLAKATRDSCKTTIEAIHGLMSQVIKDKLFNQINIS
#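 assay system = purified human Csn5 enzyme expressed in HEK293T cells | amount = 0.24 nM enzyme | buffer or medium = Tris/NaCl/DTT buffer, pH 7.5 | reagent = 10 nM SCFSkp2-Nedd8OG | compound = one concentration, 12.5 µM, 0.25% DMSO | times = 90 min reaction at room temperature | signal = FP | read-out basis = % inhibition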
# STEP block: STEP (human) phosphatase inhibition; P54829; recombinant STEP, OMFP fluorogenic substrate, fluorescence; inhibition, % at 20 µM; 360,000 compounds, 0.25% hits; AID 588621;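 active = inhibition at 20 µM, scaled per plate between control wells, above about 37%, limit read from the data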;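 note: 0% = DMSO with enzyme and substrate and 100% = substrate only without enzyme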
#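 Also added – OMFP at 25 µM · Test system – STEP tyrosine phosphatase · Technique – FITC-channel fluorescence of OMFP product · Schedule – 20 min at room temperature, dark · Evaluation – control-normalized % inhibition with plate pattern correction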
# DNMT1 block: blocks human DNA methyltransferase DNMT1. 360,000 compounds, 0.83% hits. inhibition (reported as % activation of signal), % at 10 µM. P26358. AID 588458. DNMT1 molecular beacon, Hinp1I cleavage, fluorescence; in the data active = inhibition above about 50%
# Rpn11 inh: inhibitors of human proteasome Rpn11. AID 588493. O00487. calls only at 20 µM. human 26S proteasome, Ub4-pepOG fluorescence polarization; 20S core pre-blocked with epoxomicin. 360,000 compounds, 0.59% hits;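 active = inhibition at 20 µM, scaled to each plate's controls, above about 33%, limit read from the data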
# SUMO1 PPI mod: SUMO1-SIM interaction modulation; 360,000 compounds, 0.33% hits; inhibition, % at 20 µM; SUMO1 binding to a labelled peptide, TR-FRET, 1 h; in the data active = inhibition above about 37%
# Target sequence (P63165 whole entry, looked up): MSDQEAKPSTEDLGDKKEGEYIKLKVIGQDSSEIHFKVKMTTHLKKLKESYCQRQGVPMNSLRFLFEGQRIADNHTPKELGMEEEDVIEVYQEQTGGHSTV
# LMPTP inh: blocks human LMPTP phosphatase | inhibition, % at 20 µM | recombinant LMPTP-A, OMFP fluorogenic substrate, fluorescence intensity | P24666 | 360,000 compounds, 0.22% hits;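 active = compounds that cut the enzyme signal by at least half of the control window in the single-dose screen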;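 note: plate controls were DMSO wells with enzyme plus substrate for no effect and substrate without enzyme for full effect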
# Target sequence (P24666 whole entry, looked up): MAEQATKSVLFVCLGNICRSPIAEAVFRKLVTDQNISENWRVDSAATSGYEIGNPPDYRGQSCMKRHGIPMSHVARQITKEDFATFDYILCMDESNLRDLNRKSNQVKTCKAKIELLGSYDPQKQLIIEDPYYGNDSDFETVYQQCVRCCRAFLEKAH
#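 Assay system: LMPTP-A, protein tyrosine phosphatase of low molecular weight / Medium: pH 6.0 Bis-Tris buffer with DTT and Triton X-100 / Schedule: 50 min enzyme reaction at room temperature, protected from light / Measured by: endpoint fluorescence intensity from OMFP dephosphorylation / Read-out basis: % inhibition relative to no-enzyme and uninhibited control wells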
# Scp1 inh: blocks human Scp-1 phosphatase activity | inhibition, % at 20 µM | 340,000 compounds, 0.88% hits | Recombinant Scp1, phosphopeptide, malachite green phosphate absorbance | AID 493091 | Q9GZU7;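 active = inhibition above about 50% at 20 µM, limit read from the data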;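 note: plate controls were DMSO wells with enzyme for no effect and wells lacking enzyme for full effect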
# Target sequence (Q9GZU7 76-261 limits assumed): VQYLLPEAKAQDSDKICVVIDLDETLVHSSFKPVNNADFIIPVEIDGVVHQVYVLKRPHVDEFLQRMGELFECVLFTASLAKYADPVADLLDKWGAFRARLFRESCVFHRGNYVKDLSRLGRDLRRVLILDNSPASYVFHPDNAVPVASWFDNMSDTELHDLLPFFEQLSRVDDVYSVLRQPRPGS
#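 Times: enzyme reaction 45 min at room temperature, colour 5 min, stabilisation 30 min. Material: SCP-1 catalytic fragment, aa 76-261. Medium: Acidic Tris acetate buffer with magnesium and detergent. Signal: colorimetric free-phosphate detection, absorbance 630 nm. Read-out basis: % inhibition of SCP-1 phosphate liberation. Reagent: Phosphorylated 17-residue peptide substrate.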
# NadD block: NadD (S. aureus) enzyme inhibition; purified NadD enzyme, colorimetric absorbance read-out; inhibition, % at 20 µM; 360,000 compounds, 0.78% hits; AID 602399; in the data active = inhibition above about 26%; note: some compounds past the cut are filed as inactive
# TbMetRS inhib: blocks T. brucei methionyl-tRNA synthetase activity; purified T. brucei MetRS, ATP depletion, Kinase-Glo luminescence; inhibition, % at 11.9 µM; 360,000 compounds, 0.4% hits; AID 624268;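 active = inhibition above a per-plate cutoff of the control wells' mean inhibition plus 3 SD, cut at about 5.5% in these data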;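 note: 0% = DMSO wells median and 100% = median of wells with control inhibitor compound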
#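 Material – parasite MetRS enzyme · Medium – HEPES-MgCl2-KCl buffer plus DTT, spermine, BSA, pyrophosphatase · Reagent – ATP, methionine and E. coli bulk tRNA substrates · Times – 15 min enzyme-compound preincubation, 2 h reaction, 10 min detection, 25 °C · Measured by – luminescence of leftover ATP · Evaluation – percent inhibition relative to median high and low control wells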
# The depositor's hits bear a star; i = inactive; . = not tested or not shown; + = active, no number.
SMILES,MsrA inh,CSN inh,STEP block,DNMT1 block,Rpn11 inh,SUMO1 PPI mod,LMPTP inh,Scp1 inh,NadD block,TbMetRS inhib
Cc1nc(=S)c2ccccc2[nH]1,1.6,-6,8,5,i,-4,-1.8,3,-3,-0.9
CN(CCCn1c(=S)[nH]c2ncccc2c1=O)Cc1ccccc1,1.1,-2,-1,0,i,5,-1.5,-2,2,-1.9
Cc1cccc(C(=O)N2CCCC(N3CCN(Cc4ccc5c(c4)OCO5)CC3)C2)n1 (centres undefined),-1.0,6,0,3,i,-3,-1.5,1,-7,-0.8
Cc1ccc(N=Cc2c(C)[nH]n(-c3ccccc3)c2=O)nc1,0.8,-2,1,-3,i,-18,0.3,-9,1,-0.6
CS(=O)(=O)N1CCN(C(=O)c2ccccc2)C1,1.1,1,-2,0,i,2,0.6,0,-6,-0.6
CC(C)NS(=O)(=O)c1ccc(NC(=O)Cc2ccsc2)cc1,1.0,-2,-4,-1,i,3,0.0,5,-7,1.0
CCOC(=O)/C(C#N)=C/c1ccc(N2CCN(C)CC2)cc1,2.8,-1,3,3,i,-24,-1.0,-5,-9,-0.1
O=C(O)COc1ccccc1/C=N/n1c(C2CCCCC2)n[nH]c1=S,0.5,4,1,0,i,0,-0.9,12,-1,-1.1
O=c1n(Cc2ccc(F)cc2)nc2n1-c1ccccc1SC2,-0.4,-1,1,0,i,3,0.4,-11,-8,-0.4
CCOC(=O)c1c(NC(=O)c2cccs2)sc(CC)c1-c1cccs1,0.8,2,6,4,i,2,3.5,-11,-2,-0.7
Cc1cc2ncn(CCOc3ccccc3)c2cc1C,-1.4,0,-1,-2,i,1,0.0,6,-2,0.0
Cc1cc(C(=O)N2CCc3c([nH]c4ccccc34)C2c2cccc(Cl)c2)nn1C (centres undefined),2.3,-4,-1,-9,i,1,2.9,-9,0,1.5
O=C(O)C1CCCCC1C(=O)Nc1ccc(-c2ccccc2)cc1 (centres undefined),0.8,3,-1,3,i,1,-0.2,1,2,0.0
CCN(CC)c1ccc(C=C2C(=O)OC(c3ccccc3)OC2=O)cc1 (centres undefined),1.6,14,4,2,+,-1,-0.5,-1,6,0.7
Cc1ccc(C)c(NC(=O)CN(C)C(=O)c2cc3c(s2)CCCCC3)c1,0.1,2,2,1,i,0,0.4,2,-4,-0.6
O=C(CN1CCN(S(=O)(=O)c2ccc(Cl)c(Cl)c2)CC1)N1CCCCC1,0.7,3,-2,5,i,-2,-1.7,0,3,0.1
COc1cc(/C=C/C(=O)OCC(=O)NCCN2C(=O)CSC2=O)ccc1OCC#N,1.0,-1,2,0,i,-13,-0.2,3,1,0.1
O=C(NNc1cccc(Cl)c1)c1cccnc1Oc1ccccc1,-1.6,-4,-1,0,i,-3,-0.4,-11,-3,0.4
CC(C)(C)C1CCc2c(sc(NC(=O)c3cccs3)c2C(N)=O)C1 (centres undefined),-0.4,2,2,2,i,6,2.2,-5,19,0.2
CC(=O)Nc1cccc(/C(C)=N/Nc2ccc(S(=O)(=O)Nc3ccccc3C(=O)O)cc2[N+](=O)[O-])c1,1.2,-4,2,-28,i,26,5.0,0,22,-0.1
O=C(COC(=O)Cn1cnc2ccccc2c1=O)Nc1ccc2c(c1)OCO2,0.1,-8,-9,0,i,-3,-0.8,-1,-5,-0.3
CCC1(c2ccc(F)cc2)NC(=O)N(CC(=O)N2CCOCC2)C1=O (centres undefined),-1.1,0,2,-1,i,4,-1.8,-14,0,-1.2
Cc1cc(NC(=O)c2ccccc2Cl)no1,0.5,1,1,0,i,3,-1.2,1,2,-0.1
COc1ccc(NC(=O)CCNC(=O)Cn2cnc3sc4c(c3c2=O)CCCC4)cc1OC,0.3,2,0,1,i,2,-1.4,-6,1,1.0

# Nine entries from above, reformatted.
compound | MsrA inh | CSN inh | STEP block | DNMT1 block | Rpn11 inh | SUMO1 PPI mod | LMPTP inh | Scp1 inh | NadD block | TbMetRS inhib
O=C(CN1CCN(S(=O)(=O)c2ccc(Cl)c(Cl)c2)CC1)N1CCCCC1 | 0.7 | 3 | -2 | 5 | i | -2 | -1.7 | 0 | 3 | 0.1
COc1cc(/C=C/C(=O)OCC(=O)NCCN2C(=O)CSC2=O)ccc1OCC#N | 1.0 | -1 | 2 | 0 | i | -13 | -0.2 | 3 | 1 | 0.1
O=C(NNc1cccc(Cl)c1)c1cccnc1Oc1ccccc1 | -1.6 | -4 | -1 | 0 | i | -3 | -0.4 | -11 | -3 | 0.4
CC(C)(C)C1CCc2c(sc(NC(=O)c3cccs3)c2C(N)=O)C1 (centres undefined) | -0.4 | 2 | 2 | 2 | i | 6 | 2.2 | -5 | 19 | 0.2
CC(=O)Nc1cccc(/C(C)=N/Nc2ccc(S(=O)(=O)Nc3ccccc3C(=O)O)cc2[N+](=O)[O-])c1 | 1.2 | -4 | 2 | -28 | i | 26 | 5.0 | 0 | 22 | -0.1
O=C(COC(=O)Cn1cnc2ccccc2c1=O)Nc1ccc2c(c1)OCO2 | 0.1 | -8 | -9 | 0 | i | -3 | -0.8 | -1 | -5 | -0.3
CCC1(c2ccc(F)cc2)NC(=O)N(CC(=O)N2CCOCC2)C1=O (centres undefined) | -1.1 | 0 | 2 | -1 | i | 4 | -1.8 | -14 | 0 | -1.2
Cc1cc(NC(=O)c2ccccc2Cl)no1 | 0.5 | 1 | 1 | 0 | i | 3 | -1.2 | 1 | 2 | -0.1
COc1ccc(NC(=O)CCNC(=O)Cn2cnc3sc4c(c3c2=O)CCCC4)cc1OC | 0.3 | 2 | 0 | 1 | i | 2 | -1.4 | -6 | 1 | 1.0

# New compounds follow
SMILES,MsrA inh,CSN inh,STEP block,DNMT1 block,Rpn11 inh,SUMO1 PPI mod,LMPTP inh,Scp1 inh,NadD block,TbMetRS inhib
CCN(C(=O)CN1CCC(C)CC1)c1c(N)n(Cc2ccccc2)c(=O)[nH]c1=O,2.9,2,0,14,i,-5,1.2,2,2,-0.1
O=C1CCC([N+](=O)[O-])C(c2ccccc2Cl)N1 (centres undefined),-0.2,0,-3,1,i,3,-0.8,-5,0,-0.4
O=C(COC(=O)Cc1cccs1)Nc1ccccc1,0.2,0,-5,1,i,2,0.8,4,-4,-0.4
C/C(=N\NC(=O)c1ccc(Br)cc1)c1cccc(NC(=O)c2cccnc2)c1,2.4,1,0,-4,i,6,-0.6,-4,1,-0.7
Cc1ccc(NC(=S)N2CCN(C(=O)C3CCCO3)CC2)c(C)c1 (centres undefined),0.7,3,3,3,i,8,1.1,-7,2,-0.7
CC(=O)N/C(=N\OCc1ccc(Br)cc1)c1nonc1NC(C)=O,-0.3,-1,1,2,i,-3,-1.7,-5,3,-0.9
CC(=O)N(CCC(Cc1ccccc1)c1ccc2c(c1)OCO2)Cc1ccc(Cl)cc1 (centres undefined),1.4,-1,3,-9,i,1,12,-5,-2,-0.5
COC(=O)c1c(NC(=O)c2c(-c3ccccc3Cl)noc2C)sc2c1CCC2,4.0,1,-2,3,i,-1,1.0,3,17,-1.8
COc1ccc2nnc(-c3ccccc3)n2n1,-0.1,0,-4,4,i,-5,-1.4,-5,0,0.1
CC12COC3(C(=O)NCCc4ccccc4)CC1CCC32C (centres undefined),-0.6,-4,0,-4,i,1,-1.1,-1,4,0.2
C=CCn1c(CNC(=O)c2cccs2)nnc1SCc1ccc(Cl)cc1Cl,-0.2,-6,0,21,i,-2,-0.5,1,2,0.5
COc1ccccc1CN1C[C@@H]2C[C@@H](c3[nH]c4c(C)cccc4c3C)N3CCC[C@@]23C1=O,-0.6,-4,3,-10,i,-1,0.4,5,1,0.2
CN(C)c1cccc(CNC(=O)c2csc([C@@H]3O[C@H](CO)[C@H](O)[C@H](O)[C@H]3O)n2)c1,-0.1,1,-2,2,i,0,-1.3,.,1,-0.2
Cc1cc(NC(=O)CCC(=O)N(CC2CCCO2)C(C(=O)NC2CCCC2)c2cccnc2)no1 (centres undefined),0.6,-2,-3,-3,i,0,-1.7,2,7,-0.6
COc1cc(NC(=O)c2ccccc2NS(=O)(=O)c2ccc(Cl)s2)cc(OC)c1,-0.1,-2,-1,-23,i,6,2.7,-15,-2,-0.8
COc1ccc2nc(/C=N/NC(=O)[C@@H]3CCCN3C(=O)OC(C)(C)C)ccc2c1,3.4,102,2,-4,i,-7,-1.3,-11,-7,-0.4
O=C(N/N=C/c1cc(Cl)ccc1O)c1ccncc1,1.0,13,1,-1,i,-4,0.4,-11,-1,0.1
CCOc1ccccc1N(CC(=O)NCCSCc1ccco1)S(=O)(=O)c1ccccc1,-1.2,2,1,9,i,6,1.8,15,11,-0.2
CCOC(=O)CNC(=O)CN1CCC(c2nc3ccccc3[nH]2)CC1,0.9,-3,-2,-1,i,-2,-1.9,0,2,-0.1
O=C(c1ccccc1F)N1CCN(c2ccc([N+](=O)[O-])c3cccnc23)CC1,0.9,-3,-2,-6,i,-21,-0.9,-5,-3,-0.9
O=C(NCc1cccnc1)/C(=C/c1ccc(-c2cccc(C(F)(F)F)c2)o1)NC(=O)c1ccccc1,1.8,-3,0,2,i,-7,2.1,0,10,-0.1
COc1ccc(S(=O)(=O)N2CCCCCC2)cc1NC(=O)CN1C(=O)CNC1=O,0.0,1,-2,2,i,-2,-1.9,-12,5,-0.2
COc1cccc(CN2C(=O)C(C)N(C(=O)c3ccccc3)c3ccccc32)c1 (centres undefined),0.8,-3,-2,2,i,3,0.3,1,-3,-1.2
CN(C)CCN1C(=O)c2cccc3cc([N+](=O)[O-])cc(c23)C1=O,2.0,-8,0,69*,i,1,3.5,5,4,-0.1
COc1ccc(C2CC(c3ccccc3)=NN2C(=O)COC(=O)c2nc3nccc(C)n3n2)cc1 (centres undefined),-0.6,2,-2,-4,i,-1,1.4,-3,7,-0.5
Cc1ccc(C(=O)NCCc2sc(C)nc2C)cc1,-0.1,6,-2,-3,i,-1,-1.6,-4,1,-0.8
O=C(COC(=O)c1n[nH]c(=O)c2ccccc12)Nc1ccccc1,0.2,-3,4,-7,i,-3,-1.8,-1,0,0.2
CC(=O)Nc1ccc(C(=O)N/N=C/c2cccnc2)cc1,1.0,-1,-3,2,i,-4,-1.7,6,-1,-1.9
